Screening results from PubChem BioAssay.
Luc counter = Counterscreen for Luciferase (Kinase-Glo TM) Inhibition; Luciferin 4-monooxygenase (Photuris pensylvanica), Q27757; Kinase-Glo luciferase, ATP luminescence, 8 min; Potency, µM (series often up to 38.3 µM), without a hit: at the highest dose activity change, negative = inhibition, most hits filed as inhibitors; 200,000 compounds, 0.28% hits; AID 1379, 2008; note: % is set by controls: 0 for no effect and ±100 for the full control effect; nearly all actives have a fitted effect of over 60% in size
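Inhibition of Kinase-Glo luciferase light generation was assessed at 10 uM ATP in pH 7.2 imidazole buffer, with luminescence measured after eight minutes at ambient temperature.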
RECQ1 helicase = qHTS Assay for Inhibitors of RecQ-Like Dna Helicase 1 (RECQ1); ATP-dependent DNA helicase Q1 (Homo sapiens), P46063; 240,000 compounds, 0.54% hits; RECQ1 DNA unwinding, red fluorescence kinetic read; Potency, µM (doses to about 57.3 µM), for inactives: top-dose activity, negative = inhibition, actives largely listed as inhibitors;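 note: plate controls were vehicle for no effect and no enzyme for full effect; nearly all actives have a fitted effect of over 30% in size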
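RECQ1T1 50 nM; forked duplex (20 bp + 30-nt ss tails) 200 nM, ATP 2 mM final; pH 8.0, 2 mM MgCl2, 2.5 ug/ml poly(dI-dC); 15 min compound preincubation; discontinuous kinetic read over 2 h at RT.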
Epigenetic reg = Quantitative High-Throughput Screen for Regulators of Epigenetic Control; murine LDR cells, GFP reporter derepression, 30 h; Potency, µM (highest dose often 53.9 µM), without a hit: top-dose GFP activation, actives largely listed as activators; 280,000 compounds, 0.2% hits; note: % of control where 0% means no effect; nearly all actives have a fitted effect of over 60% in size
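In this reporter-derepression format, murine cells bearing a silenced integrated CMV-GFP locus incubate with test compound (30 h, 37 C), then are washed and imaged; fluorescent objects of 20–120 um count as induced cells.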
NPSR antag = qHTS Assay for Antagonists of the Neuropeptide S Receptor: cAMP Signal Transduction. Q6W5P4. CHO-NPSR cells, cAMP TR-FRET, antagonist mode. Potency, µM (series often up to 38.3 µM), without a hit: top-dose activity change, negative = inhibition, hits mostly inhibitors. 220,000 compounds, 1% hits. AID 1461, 2008; note: % is set by controls: 0 for no effect and ±100 for the full control effect; nearly all actives have a fitted effect of over 50% in size; many of its hits are not listed in these tables
Target sequence (Q6W5P4 whole entry, looked up): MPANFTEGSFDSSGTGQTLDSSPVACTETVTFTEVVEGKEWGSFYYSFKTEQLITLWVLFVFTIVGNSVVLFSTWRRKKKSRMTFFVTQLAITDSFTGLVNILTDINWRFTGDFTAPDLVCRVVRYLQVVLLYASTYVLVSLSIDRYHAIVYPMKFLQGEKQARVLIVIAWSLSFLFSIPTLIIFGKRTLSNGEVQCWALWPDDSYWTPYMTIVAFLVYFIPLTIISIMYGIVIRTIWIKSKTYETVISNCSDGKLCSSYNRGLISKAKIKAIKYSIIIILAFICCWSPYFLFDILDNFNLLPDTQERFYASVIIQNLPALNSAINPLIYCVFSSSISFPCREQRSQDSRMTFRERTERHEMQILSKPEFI
JMJD2E inh = qHTS Assay for Inhibitors of Human Jumonji Domain Containing 2E (JMJD2E) | Lysine-specific demethylase 4E (Homo sapiens), B2RXH2 | JMJD2E catalytic domain, FDH-coupled NADH fluorescence (FDH is formaldehyde dehydrogenase) | Potency, µM (titrated, usually from 57.1 µM), for inactives: at the top dose activity change, negative = inhibition, usual class: inhibitors | 230,000 compounds, 1.6% hits; active = well fitted inhibition curve with a large enough effect, not every such curve was filed as active; inconclusive = small, poorly fitted or top-dose-only effect, or another doubt; inactive = no such curve, though single readings can be large or run the other way;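 note: 0% = wells with enzyme and -100% = buffer wells without enzyme; nearly all actives have a fitted effect of over 50% in size; many of its hits are not listed in these tables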
Target sequence (B2RXH2 1-337 limits assumed): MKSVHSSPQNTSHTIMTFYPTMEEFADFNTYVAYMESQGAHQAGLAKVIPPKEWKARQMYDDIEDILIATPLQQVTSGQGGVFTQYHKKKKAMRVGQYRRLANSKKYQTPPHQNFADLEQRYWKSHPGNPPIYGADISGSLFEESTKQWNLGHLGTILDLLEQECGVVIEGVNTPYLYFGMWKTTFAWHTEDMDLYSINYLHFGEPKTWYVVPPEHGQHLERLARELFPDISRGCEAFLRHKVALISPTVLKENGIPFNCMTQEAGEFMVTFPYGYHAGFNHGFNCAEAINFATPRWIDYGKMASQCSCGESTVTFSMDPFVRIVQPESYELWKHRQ
SMN2 splice up = qHTS Assay for Enhancers of SMN2 Splice Variant Expression. HEK293 SMN2-luciferase splicing reporter, luminescence, 30-36 h. Potency, µM (titrated, usually from 46.1 µM), for the others: at the top dose activity change, positive = activation, hits mostly activators. 210,000 compounds, 2.8% hits; note: % of control where 0% means no effect; nearly all actives have a fitted effect of over 55% in size
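HEK293 cells carry an SMN2 […]–luciferase reporter in which exon 7 inclusion puts luciferase in frame. Cells were plated 10-12 h before compound addition, then incubated 30-36 h at 37C. ONE-Glo luminescence was read; sodium butyrate at 4.5 mM final served as control.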
GoLoco inh red = qHTS Assay for Inhibitors of RGS12 GoLoco Motif Activity (Red Fluorophore); 230,000 compounds, 0.44% hits; Potency, µM (doses to about 61.6 µM), for the others: at the highest dose activity, negative = inhibition, actives largely listed as inhibitors; Guanine nucleotide-binding protein G(i) subunit alpha-1 (Homo sapiens), P63096; Gai1:RGS12 GoLoco peptide FP, rhodamine, 10 min; active = well fitted inhibition curve with a large enough effect, not every such curve was filed as active; inactive = no such curve, though single readings can be large or run the other way; note: % is set by controls: 0 for no effect and ±100 for the full control effect; nearly all actives have a fitted effect of over 30% in size; many of its hits are not listed in these tables
Target sequence (P63096 whole entry, looked up): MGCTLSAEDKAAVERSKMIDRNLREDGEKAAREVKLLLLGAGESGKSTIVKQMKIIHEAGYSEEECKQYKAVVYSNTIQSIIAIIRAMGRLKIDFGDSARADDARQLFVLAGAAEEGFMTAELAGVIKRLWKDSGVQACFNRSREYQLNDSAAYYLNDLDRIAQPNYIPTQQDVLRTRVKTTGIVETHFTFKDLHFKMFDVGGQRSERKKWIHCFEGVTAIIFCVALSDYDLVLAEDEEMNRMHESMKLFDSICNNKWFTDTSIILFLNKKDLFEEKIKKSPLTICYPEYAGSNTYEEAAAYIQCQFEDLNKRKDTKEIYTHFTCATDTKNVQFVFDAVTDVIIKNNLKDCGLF
IMPase Li inh = qHTS Assay for Identifying the Cell-Membrane Permeable IMPase Inhibitors: Potentiation with Lithium. CHO-M1 cells, IP1 TR-FRET (IP-One), carbachol + lithium. 210,000 compounds, 0.35% hits. Potency, µM (series often up to 59.4 µM), without a hit: at the top dose activity, negative = IMPase inhibition, most hits filed as inhibitors. AID 1457, 2008;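 note: IP1 builds up when IMPase is blocked and the TR-FRET signal falls; plate controls were basal vehicle for no effect and high inhibitor control for full effect; nearly all actives have a fitted effect of over 50% in size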
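Steps: plate 2000 CHO-M1 cells per well and culture 16–30 h; add compound and lithium; incubate 30 min, 37C; add d2-IP1 tracer and Eu cryptate anti-IP1 antibody in lysis buffer; read after 10 min at room temperature.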
Starred values were filed as active, the others as inactive; i = inactive; u = inconclusive; x = not tested or not shown; & = joins results of further samples; [ ] = remark or other dose. Unless noted, calls come from the whole dose curve; as a rule, active = well fitted curve in the direction sought with a large enough effect; inconclusive = small, poorly fitted or top-dose-only effect, or another doubt; inactive = no such curve, though single readings can be large; an effect the other way counts as inactive or inconclusive. Potency is the fitted concentration of half-maximal effect. A portion of the library, so the mix of outcomes need not match the whole.

structure	IMPase Li inh	GoLoco inh red	Luc counter	NPSR antag	SMN2 splice up	RECQ1 helicase	JMJD2E inh	Epigenetic reg
Cc1ccc2ncc(NC(=O)c3ccc(F)cc3)c(=O)n2c1	22.4%[38.3 µM]	7.2%	-0.9%	-3.5%[46.1 µM]	-23.4%	-0.7%	-1.2%	-0.2%
CCc1ccc(N/C(SCc2ccccc2C)=C(/C#N)C(=O)NCc2ccco2)cc1	-3.4%[38.3 µM]	6.2%	1.8%	-19.2%[46.1 µM]	-20.1%	-28.4%	-0.2%	-0.2%
CCC(C(=O)OCC(=O)Nc1cc(OC)ccc1OC)c1ccccc1 (stereo not given)	10.2%	5.7%	-3.6%	-31.1%	14.5%	-1.3%	-4.7%	-1.4%
Cc1c(C#N)c(O)n(CCO)c(=O)c1N=Nc1ccc(S(N)(=O)=O)cc1	13.8%	-18.0%	-8.4%	-27.4%	-29.9%	-0.3%	-18.3%	2.4%
COc1ccc(C(=O)C2CC2c2ccc3c(c2)OCO3)cc1 (stereo not given)	7.2%	-2.6%	-2.1%	-16.7%	-16.3%	-4.7%	-4.7%	1.1%
CC1Cc2ccccc2N1S(=O)(=O)c1cccc(C(=O)N2CCN(c3ncccn3)CC2)c1 (stereo not given)	12.8%	9.6%	-1.1%	-42.1%	0.562µM*	-0.1%	-17.2%	-1.5%
C/C(=N\OCC(=O)NC(C)C)c1cccs1	-9.0%	0.0%	-1.2%	7.4%	-8.8%	i	7.2%	1.3%
COC(=O)N1CCN(c2ccc(C)cc2)C(C)C1 (stereo not given)	6.6%	0.7%	-1.0%	4.4%	5.5%	-3.8%	4.4%	-1.3%
CC1(C)SC2C(N3C(=O)C(c4ccccc4)NC3(C)C)C(=O)N2C1C(=O)O (stereo not given)	9.2%	-52.5%	-3.6%	x	-1.0%	14.1µM*	u	-1.3%
COCCCNC(=O)/C(C#N)=C/c1cc(C)[nH]c1C	-0.5%	13.5%	-1.9%	-3.6%	5.3%	i	2.6%	-5.0%
Clc1ccc(-c2cnc(Oc3ccccc3)nc2)cc1	9.3%[38.3 µM]	-3.9%	-2.3%	-19.0%[46.1 µM]	14.1µM*	-2.3%	1.1%	-1.1%
CCCn1c2c(c(O)c(C(=O)Nc3nccs3)c1=O)CCCC2	x	x	x	-17.3%[46.1 µM]	x	i	u	-8.8%
CCOC(=O)N/N=C/c1ccc(Oc2ccccc2)cc1	20.8%	-4.1%	-4.5%	-14.9%	u	i	-14.1%	1.4%
COc1ccc(N=Cc2cc(Cc3ccccc3Cl)cc([N+](=O)[O-])c2O)cc1OC	-12.7%	-63.0%	-1.2%	-24.5%	16.5%	-3.1%	u	-1.2%
O=C(NNC1=C(C(=O)C(F)(F)F)CCC1)c1cccc(Cl)c1	43.2%[activator][38.3 µM]	14.6%	-4.3%	-8.9%[46.1 µM]	-8.9%	-1.2%	-14.1%	-1.0%
COc1ccc2c(=O)c(-c3cnn(-c4ccccc4)c3)c(C)oc2c1	11.3%[38.3 µM]	16.0%	-0.8%	-22.3%[46.1 µM]	-29.5%	1.8%	u	-1.2%

Part of the list above in order of heavy-atom count, smallest number first.
structure	IMPase Li inh	GoLoco inh red	Luc counter	NPSR antag	SMN2 splice up	RECQ1 helicase	JMJD2E inh	Epigenetic reg
O=C(NNC1=C(C(=O)C(F)(F)F)CCC1)c1cccc(Cl)c1	43.2%[activator][38.3 µM]	14.6%	-4.3%	-8.9%[46.1 µM]	-8.9%	-1.2%	-14.1%	-1.0%
COc1ccc2c(=O)c(-c3cnn(-c4ccccc4)c3)c(C)oc2c1	11.3%[38.3 µM]	16.0%	-0.8%	-22.3%[46.1 µM]	-29.5%	1.8%	u	-1.2%
COc1ccc(N=Cc2cc(Cc3ccccc3Cl)cc([N+](=O)[O-])c2O)cc1OC	-12.7%	-63.0%	-1.2%	-24.5%	16.5%	-3.1%	u	-1.2%

Next part:
structure	IMPase Li inh	GoLoco inh red	Luc counter	NPSR antag	SMN2 splice up	RECQ1 helicase	JMJD2E inh	Epigenetic reg
Cc1c(NC(=S)N/N=C/C=C/c2ccccc2)c(=O)n(-c2ccccc2)n1C	x	1.5%	x	u	x	-6.9%	3.8%	u
COCCOC(=O)C1=C(C)NC2(O)c3ccccc3C(=O)C12O (stereo not given)	9.5%	-8.2%	1.9%	32.9%	-40.6%[inhibitor]	7.1%	9.0%	-2.5%
O=C(COC(=O)C1CC1)NC(=O)NCc1ccccc1	-1.6%	2.7%	-0.9%	13.9%	16.1%	-3.7%	3.1%	-1.4%
Cc1ccc(-c2cc(=O)c3cc(Cl)ccc3[nH]2)cc1	-23.0%&-13.5%	4.5%[88.7 µM]	-0.1%[39.9 µM]	0.8%	x	3.1%[81.1 µM]	1.2%	12.7%[96.6 µM]
O=C(Nc1nc(-c2ccc3ccccc3c2)cs1)c1ccc(N2C(=O)CCC2=O)cc1	-4.0%	-8.2%	0.3%	-11.0%	-22.0%	-3.1%	u	-3.0%
Cn1ccnc1SCC(=O)NC1CCCCC1	-5.0%[38.3 µM]	-11.8%	0.9%	-18.6%[46.1 µM]	-5.0%	-8.1%	10.2%	-3.9%
COc1ccccc1CC(=O)Nc1cccc(C(=O)NN2C(=O)c3ccccc3C2=O)c1	0.9%	3.8%	1.0%	8.4%	23.5%	-10.2%	7.3%	0.0%
Cc1onc(-c2c(Cl)cccc2Cl)c1C(=O)NCCc1ccc(S(N)(=O)=O)cc1	22.0%[38.3 µM]	-4.9%	0.8%	-15.1%[46.1 µM]	4.0%	i	3.8%	5.6%
O=C(CCCN1C(=O)/C(=C\c2cccs2)SC1=S)NNC(=O)c1cccnc1	-0.8%	0.2%	-2.6%	-24.0%	u	2.82µM*	0.9%	2.5%
C#Cc1ccc([C@H]2C=C(C(=O)N3CCN(Cc4ccccc4)CC3)O[C@@H](OCc3ccc(CO)cc3)C2)cc1	-0.1%	4.4%	x	57.8%	x	-14.5%	u	0.4%
O=C(c1ccccc1)c1ccc(OC(=O)N2CCOCC2)cc1	-12.3%[38.3 µM]	5.7%	0.0%	-23.7%[46.1 µM]	-16.4%	-5.7%	3.5%	-0.6%
CC(C)CNC(=O)NC(=O)COC(=O)c1ccccc1Sc1ccc(C(F)(F)F)cc1[N+](=O)[O-]	x	x	x	-14.9%[46.1 µM]	x	-3.6%	-1.9%	-0.9%
CC(/C=N/n1c(-c2cc(C)[nH]n2)n[nH]c1=S)=C\c1ccccc1	3.3%	2.0%	0.5%	-3.3%	0.5%	0.6%	u	-1.6%
Cc1ccc(S(=O)(=O)N2CCCC2C(=O)Nn2cnnc2)cc1 (stereo not given)	-30.0%[38.3 µM]	-6.2%	1.3%	-4.6%[46.1 µM]	28.4%	-6.4%	5.9%	2.9%
Cc1cc(C)n(CCNC(=O)CCc2nnc(CCc3ccccc3)o2)n1	3.9%	0.5%	-4.9%	-5.0%	x	i	-15.1%	10.6%
Cc1cc(NC(=O)CCC(=O)N(Cc2ccccc2)C2(C(=O)NC3CCCCC3)CCCC2)no1	-7.1%	3.8%	6.2%	-34.4%	-1.6%	i	0.9%	-4.7%
CCC(=C(c1ccc(OC)cc1)c1ccc(OC)cc1)c1cn(CC(O)CN(CCO)CCO)c2ccccc12 (stereo not given)	19.8%	-0.2%	0.1%	u	-5.3%	i	u	-0.5%
CNC(=O)C1(C)C=CCN1C(=O)OC (stereo not given)	-2.2%	-0.3%	-0.3%	x	5.4%	-1.5%	0.6%	0.4%
Cc1cccc(NC(=O)CSc2nnc(-c3ccco3)o2)c1C	0.0%[38.3 µM]	-1.3%	-1.1%	-2.7%[46.1 µM]	6.4%	-5.3%	-4.3%	-0.4%
CCCNC(=S)Nc1ccc(Oc2ccccc2)cc1	25.8%[38.3 µM]	2.0%	16.2%	-8.7%[46.1 µM]	2.3%	-19.1%	-11.0%	1.5%
Cc1ccc(C)c(CSC2=NCCN2C(=O)c2cccs2)c1	8.4%	-13.4%	-1.6%	-19.3%	-2.1%	-10.3%	0.0%	-1.0%
Cc1[nH]c2ccccc2c1Cc1nnc(SCc2ccccc2)o1	30.3%[activator][38.3 µM]	2.3%	-1.6%	-22.5%[46.1 µM]	-2.8%	-9.5%	-6.8%	0.0%
Cc1ccc(S(=O)(=O)Nc2ccc3c(c2)nc2n3CCN(Cc3ccccc3)C2)cc1	6.0%[38.3 µM]	11.6%	3.2%	-16.8%[46.1 µM]	-47.5%[inhibitor]	i	u	2.8%
O=C(CSc1ncnc2nc[nH]c12)Nc1ccc(Br)cc1Cl	x	1.1%	x	-21.0%	x	-5.8%	-3.4%	0.0%
CCCCNC(=O)c1ccc2c(c1)ncn2C1CCCC1	26.3%[38.3 µM]	0.4%	-1.7%	-21.0%[46.1 µM]	3.6%	-9.6%	3.9%	0.0%
COc1ccccc1OCCCN1C(=O)C(=O)c2cccc(C)c21	-4.2%	-8.9%	-2.4%	0.8%	-56.7%[inhibitor]	1.3%	-8.9%	2.9%
COc1ccccc1NC(=O)c1ccc(S(=O)(=O)N(C)C)cc1	12.5%[38.3 µM]	-3.8%	-0.2%	-10.7%[46.1 µM]	-12.8%	-7.9%	6.3%	-0.9%
Cc1ccc(N(NC(=O)C(O)(c2ccccc2)c2ccccc2)C(=O)CCl)cc1	9.6%	-3.1%	0.4%	2.51µM*	-88.2%[inhibitor]	7.0%	2.0%	-0.9%
COc1cc2c(cc1NC(=O)CSc1ccc(C)cc1)oc1ccccc12	7.0%[38.3 µM]	3.8%	-1.6%	-23.0%[46.1 µM]	-21.1%	-13.8%	u	-0.3%
COC(=NC(C)C)NC(C)C	x	4.3%	x	18.8%	x	3.7%	6.2%	-2.3%
Fc1ccc(CSc2ccc(-c3ccco3)nn2)cc1	-1.2%	6.7%	-3.2%	-15.5%	22.4µM*	-7.3%	4.3%	0.0%
Cc1ccc(C(=O)Nc2cccc(C(F)(F)F)c2)cc1Nc1cnccn1	x	-4.1%	x	-12.5%	x	-13.8%	-5.0%	3.8%
